# SW480 rereplic – induces DNA re-replication in SW480 colon adenocarcinoma cells. SW480 DNA re-replication, Hoechst DNA content imaging, 48 h. Potency, µM (top dose mostly 46.1 µM), without a hit: top-dose re-replication activation, most hits filed as activators. 340,000 compounds, 1.8% hits. AID 624297; note: potency is the fitted concentration of half-maximal effect; % of control where 0% means no effect; nearly all actives have a fitted effect of over 55% in size
#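 Cells (250 per well) received 23 nL compound or DMSO by pin tool and were kept 48 hr at 37 C, 5% CO2. Nuclei were then stained with Hoechst for 40 min and scanned for DNA content.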
# KB-V1 cytotox – kills drug-selected multidrug resistant KB-V1 cells; KB-V1 MDR cells viability, CellTiter-Glo, 72 h; Potency, µM (highest dose often 46.1 µM), for the others: at the top dose activity change, negative = cytotoxicity, most hits filed as cytotoxic; 400,000 compounds, 3.4% hits; note: potency is the fitted concentration of half-maximal effect; % is set by controls: 0 for no effect and ±100 for the full control effect; nearly all actives have a fitted effect of over 60% in size
#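 Luminescent ATP read-out (CellTiter-Glo, 10 min) measures survival of drug-selected KB-V1 MDR cells after 72 h, 37 degrees C compound exposure. Medium: phenol-red-free DMEM, 10% FBS. Values from fitted concentration-response curves.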
# HT1080NT lethal – kills 2HG-producing HT-1080-NT fibrosarcoma cells; HT-1080-NT fibrosarcoma viability, CellTiter-Glo ATP luminescence, 48 h; Potency, µM (highest dose often 46.1 µM), for inactives: at the top dose activity, negative = less viability, hits mostly cytotoxic; 360,000 compounds, 1.6% hits; AID 686970;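 note: NT is the 2HG producing partner of a matched IDH1 knockdown line; potency is the fitted concentration of half-maximal effect; 0% = DMSO-treated cells and -100% = media-only wells without cells; nearly all actives have a fitted effect of over 55% in size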
#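 Read-out is CellTiter-Glo luminescence after 10 minutes at room temperature, following 48 hours' compound treatment of HT-1080-NT cells (750 cells/well, RPMI, 5% FBS, 37 degrees C).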
# HT1080 IDH1KD tx – toxicity to HT-1080 IDH1 knockdown cells (counter line); HT-1080 IDH1 knockdown viability, ATP luminescence, 48 h; Potency, µM (titrated, usually from 46.1 µM), inactives show at the top dose activity, negative = toxicity, hits mostly cytotoxic; 360,000 compounds, 2% hits; AID 686971;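 note: potency is the fitted concentration of half-maximal effect; 0% = DMSO wells and -100% = cell-free medium wells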
#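 % activity derives from luminescence (CellTiter-Glo), normalised to DMSO and no-cell wells. HT-1080-IDH1KD cells, 750/well, had 48 h compound exposure at 37 °C.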
# KB-3-1 tox – KB-3-1 parental cell cytotoxicity | KB-3-1 viability, CellTiter-Glo ATP luminescence, 72 h | Potency, µM (titrated, usually from 46.1 µM), for the others: at the highest dose activity change, negative = cytotoxic, usual class: cytotoxic | 400,000 compounds, 1.4% hits | AID 1347075; note: potency is the fitted concentration of half-maximal effect; % is set by controls: 0 for no effect and ±100 for the full control effect; nearly all actives have a fitted effect of over 60% in size
#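 KB-3-1 cells, DMEM (no phenol red) + 10% FBS; compound by pin transfer, 72 h, 37 °C. Readout: CellTiter-Glo luminescence after 10 min. Data normalized, curve-fitted.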
# MCF10A rereplic – inducers of DNA re-replication in MCF 10A breast cells. MCF 10A DNA re-replication, Hoechst nuclear intensity, 48 h. Potency, µM (titrated, usually from 46.1 µM), without a hit: top-dose activity, positive = re-replication, actives largely listed as activators. 350,000 compounds, 2.9% hits. AID 624296; note: potency is the fitted concentration of half-maximal effect; % of control where 0% means no effect; nearly all actives have a fitted effect of over 50% in size
# ATXN viability – viability counter-screen for ATXN expression inhibitors; S2 cells (HEK-293 line with an ATXN2-luciferase reporter) viability, CellTiter-Fluor protease fluorescence, 24 h; Potency, µM (doses to about 56.7 µM), usual class: cytotoxic; 400,000 compounds, 0.49% hits; AID 651635; note: potency is the fitted concentration of half-maximal effect; nearly all actives have a fitted effect of over 40% in size
# IL1B secr inh – inhibitors of inflammasome signaling (IL-1 beta secretion); THP-1 LPS/ATP IL-1B secretion, AlphaLISA, 16 h; hits give low values; activity change, % at 57.5 µM; 360,000 compounds, 4.7% hits; in the data active = activity change below about -50%; inconclusive = mostly about -30% to -49%; note: % is set by controls: 0 for no effect and ±100 for the full control effect
#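 Secreted IL-1B measured by AlphaLISA bead assay after 16 h compound exposure of THP-1 cells; compounds (final up to 57.5 uM) added 1 h before LPS (250 ng/mL) and ATP (1.25 mM) stimulation; lower signal means less secretion.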
# ATXN2 expr inh – ATXN2 expression inhibition | Potency, µM (series often up to 57 µM), for the others: at the top dose activity change, negative = inhibition, most hits filed as inhibitors | HEK-293 ATXN2-luciferase reporter, luminescence, 24 h | AID 1745845 | 360,000 compounds, 0.72% hits; note: potency is the fitted concentration of half-maximal effect; % is set by controls: 0 for no effect and ±100 for the full control effect; nearly all actives have a fitted effect of over 55% in size
#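 ATXN2-luciferase reporter cells (luciferase flanked by upstream and downstream ATXN2 gene portions) were treated 24 h at 37 °C with compounds at up to 57 uM. SteadyGlo luminescence gave expression; GF-AFC fluorescence gave viability.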
# The depositor's hits bear a star; i = inactive; ? = inconclusive; / = no result given; [ ] = dose if it differs, or a comment. Unless noted, calls come from the whole dose curve; as a rule, active = well fitted curve in the direction sought with a large enough effect; inconclusive = small, poorly fitted or top-dose-only effect, or another doubt; inactive = no such curve, though single readings can be large; an effect the other way counts as inactive or inconclusive. Random draw from the library, and some 11% of all compounds hit somewhere here.
canonical_smiles	SW480 rereplic	KB-V1 cytotox	HT1080NT lethal	HT1080 IDH1KD tx	KB-3-1 tox	MCF10A rereplic	ATXN viability	IL1B secr inh	ATXN2 expr inh
O=C(CCc1ccccc1)Nc1nnc(-c2ccc3c(c2)OCCO3)o1	0%	-25%	-14%	-12%	-4%	?	i	9	14%
Cc1sc2ncnc(N(C)Cc3ccco3)c2c1C	-1%	?	-16%	-16%	-3%	-7%	i	4	-11%
Cc1ccc(OCC(=O)Nc2ccc3c(c2)OCO3)c(C)c1	-11%	-13%	5%	9%	-5%	5%	?	-7	51%[activator]
O=c1oc2ccccc2c(NCCO)c1[N+](=O)[O-]	2%	-13%	5%	6%	-10%	-3%	i	13	/
COc1ccc(OCC(=O)Nc2cc(-c3ccccc3F)nn2-c2ccccc2)cc1	/	-9%	/	/	11%	/	i	/	-17%
CC(=O)c1ccc(NC(=O)CCSc2nc(-c3ccco3)cc(C(F)(F)F)n2)cc1	/	-26%	/	/	-3%	/	i	/	32%[activator]
CCOc1ccc(C(=O)NCCn2cc(SCC(=O)NCCc3ccc(OC)c(OC)c3)c3ccccc32)cc1	/	2%	/	/	-4%	/	?	/	-3%
CCN(CC)C(=O)CSc1nc2ccccc2c(=O)n1OC(C)C	-3%	2.6µM*	2%	10%	1%	-1%	i	-14	-6%
O=C1NC(=O)/C(=C/c2cccc3ccccc23)S1	0%	-27%	-10%	-9%	-11%	7%	i	-6	31%[activator]
O=C(COc1ccc(C(=O)c2ccccc2)cc1)NCC(=O)Nc1ccccc1Br	?	-2%	7%	4%	-1%	?	?	2	/
COc1cccc(CNc2ncn[nH]2)c1OCc1ccccc1F	-1%	3%	21%	11%	-5%	-4%	/	2	-4%
Cc1ccc(SCC(=O)NCCc2ccccc2)cc1	-3%	8%	-9%	-1%	7%	2%	i	29	17%
S=C(NCCCN1CCOCC1)NC1CC1	-10%	0%	-1%	14%	-3%	-2%	/	-1	5%
N#C/C(=C/c1ccc(OC(=O)c2ccc(Br)s2)cc1)c1nc2ccccc2[nH]1	?	1%	22%	14%	4%	-9%	i	-20	7%
O=C1CS/C(=N\N=C\c2ccco2)N1c1ccccc1	-4%	-8%	0%	14%	0%	-1%	i	6	9%
Cn1ccsc1=NC(=O)c1cc(S(=O)(=O)N2CCOCC2)ccc1F	-1%	14%	5%	3%	5%	6%	i	-6	4%
CC1=C(C(=O)NCCc2ccc(C)cc2)C2(CCC(C)CC2)OC1=O (stereo unspecified)	12%	0%	5%	3%	0%	-3%	i	-10	1%
O=C(NCCCNC(=O)c1ccccn1)c1ccc(F)cc1	-7%	-14%	0%	0%	19%	-9%	i	7	-5%
CCOC(=O)c1cc(-c2ccc(C)cc2)n(CC(=O)NCc2ccco2)c1C	2%	-7%	5%	-6%	-12%	1%	i	21	-11%
CN(C1CCCCC1)S(=O)(=O)c1ccc2c(c1)c(=O)c(C(=O)NCc1ccc(Cl)cc1)cn2C	/	2%	/	/	0%	/	i	/	-7%
C/C(CC(=O)Nc1ccccn1)=N\NC(=O)C(=O)Nc1cccc(Cl)c1C	11%	?	11%	12%	12%	10%	i	-9	-10%
Cc1nc([N+](=O)[O-])cn1CC(=O)Nc1ccc(Cl)cc1	-9%	7%	0%	0%	0%	-14%	i	22	-3%
Cc1ccccc1-n1ncc2c1CC(C)(C)CC2NC(=O)CCN1CCCCC1=O (stereo unspecified)	0%	?	-5%	14%	0%	0%	i	4	0%
COc1ccccc1CCNC(=O)CC1C(=O)NCCN1CCCc1ccccc1 (stereo unspecified)	19%	13%	-2%	-5%	-28%	9%	i	4	-13%
CC(=O)NNC(=S)NC(=O)c1cccc([N+](=O)[O-])c1	-103%[inhibitor]	?	-16%	-21%	0%	?	i	0	-4%
O=C(Nc1c2c(nn1-c1ccccc1)CSC2)c1ccc(N2C(=O)CCC2=O)cc1	-4%	?	1%	3%	6%	?	i	-5	/
Cn1c(=O)[nH]c(=O)c2c1nc(N1CCCC1)n2CCO	-5%	-1%	10%	5%	-14%	-10%	i	15	11%
O=C(N/N=C/c1cc(Br)cs1)c1ccccc1[N+](=O)[O-]	1%	-22%	-27%	?	0%	10%	i	-20	-16%
Cc1cccc(C(=O)NNC(=O)c2ccc(NS(=O)(=O)c3cccs3)cc2)c1C	-22%	-4%	1%	-1%	-5%	-5%	i	8	6%
Cc1nc2ccc(NC(=O)COc3ccccc3F)cc2s1	-13%	?	14%	9%	10%	5%	i	-15	31%
N#Cc1nc(-c2ccco2)oc1N1CCN(Cc2ccccc2)CC1	-1%	-16%	18%	8%	-4%	2%	i	-14	-7%
O=C(CSc1cn(CC(=O)N2CCCCC2)c2ccccc12)Nc1ccccc1	/	-7%	/	/	-2%	/	i	/	7%
CCOCN(C(=O)Cn1cnc2cc(C)c(C)cc21)c1c(C)cccc1CC	/	5.2µM*	/	/	?	/	28µM*	/	-19%
C[C@@H](c1ccccc1)N1C[C@H](COCc2ccccc2)Oc2cc(N3CC[C@H](O)C3)ccc2S1(=O)=O	/	-16%	?	?	-19%	/	?	17	-30%
O=C(CSC(=S)N1CCCCC1)Nc1ncc2c(n1)CCCC2=O	-76%[inhibitor]	-15%	7%	-2%	0%	-3%	i	10	-7%
O=C(NCc1ccccc1)c1cc(C2COCCN2C(=O)c2ccccc2)on1 (stereo unspecified)	/	6%	?	24%	0%	/	i	17	3%
Cc1cccc(Oc2ccc(NC(=O)CCC(=O)OCC(=O)c3ccc(Br)cc3)cc2)c1C	/	11%	/	/	-5%	/	i	/	-10%
COc1ccc(CSCC(=O)Nc2ccc(S(=O)(=O)N3CCCCCC3)cc2)cc1	/	-47%	-14%	-17%	4%	?	i	-19	-4%
COc1cccc(CNC(=O)c2cccc(NC(=O)c3nsc4ccccc34)c2)c1	/	1%	/	/	-16%	/	i	/	24%
Cc1c(Cl)cccc1NC(=O)NCc1c(-n2cccc2)sc2c1CCCC2	/	0%	/	/	1%	/	i	/	8%
O=C(COC(=O)COc1ccc2c(c1)CCC2)Nc1ccccc1C(F)(F)F	1%	/	7%	4%	/	4%	i	13	16%
Cn1c(=O)c(C(=O)NCCc2ccc(Cl)cc2)c(O)c2ccccc21	-9%	4%	2%	-3%	-6%	0%	i	0	4%
COc1ccc(S(=O)(=O)NCCC(=O)N2CCCN(C)CC2)cc1	-3%	0%	24%	1%	7%	7%	i	6	9%
COc1cc(OC)c(NC(=O)CCNS(=O)(=O)c2ccc3c(c2)CC(C)N3C(C)=O)cc1Cl (stereo unspecified)	10%	2%	4%	7%	-1%	-5%	i	107	2%
CCn1nc(NC(=O)C2CCCO2)c2cc3cc(C)ccc3nc21 (stereo unspecified)	12%	-12%	-1%	-10%	-7%	-5%	i	-3	38%
CC(C)(C)NC(=O)CCc1ncc(C(F)(F)F)cc1Cl	-12%	-8%	1%	-6%	0%	7%	i	-8	4%
c1ccc(-c2nnc3ccc(N4CCC5(CC4)OCCO5)nn23)cc1	-5%	-14%	8%	-2%	2%	-10%	i	7	-9%
Cn1c(=O)n(Cc2ccco2)c(=N)c2c3c(sc21)CCCC3	-71%[inhibitor]	-27%	1%	-10%	-11%	-1%	i	8	/
COCCC(=O)N1CCC(Oc2ccc(C(=O)NCc3csc(C)n3)cc2)CC1	-3%	?	6%	7%	5%	0%	i	4	1%
CCOC(=O)N1CCN(C(=O)C[C@@H]2C[C@@]3(C(=O)OC)CCCCC=C3N(Cc3ccccc3)C2=O)CC1	/	?	17%	0%	1%	/	?	-3	8%
CN(C)S(=O)(=O)c1cccc(NC(=O)c2cncc(Br)c2)c1	-12%	15µM*	6%	20%	-14%	?	i	-9	16%
O=c1[nH]cnc2c1ncn2-c1ccc(N(CCO)CCO)cc1	-2%	0%	-1%	5%	14%	-3%	i	2	-7%
CC(C)CN(CC(C)C)S(=O)(=O)N1CCC(C(=O)NCc2ccco2)CC1	-52%[inhibitor][9.22 µM]	?	-1%	0%	3%	2%	?	-2	/
Cc1nc2ccccc2nc(=O)c1NNc1ccccc1	1%	-10%	-4%	-12%	25%	?	?	0	8%
CC(C#N)Sc1ccc(S(=O)(=O)N2CCCC2)cn1 (stereo unspecified)	-2%	-1%	6%	14%	2%	-5%	i	-7	0%
C=C(C)c1cccc(C(C)(C)NC(=O)N2CCN(CC(N)=O)CC2)c1	?	0%	-5%	0%	0%	23%	i	-6	1%

# The list goes on:
canonical_smiles	SW480 rereplic	KB-V1 cytotox	HT1080NT lethal	HT1080 IDH1KD tx	KB-3-1 tox	MCF10A rereplic	ATXN viability	IL1B secr inh	ATXN2 expr inh
Cc1nn(-c2ccc(F)cc2)c(Cl)c1/C=C(/CC(=O)O)c1nc2ccccc2s1	2%	?	-16%	-15%	4%	-2%	i	27	8%
Cc1ccc(OCCn2cccn2)c(C)c1	-71%[inhibitor]	30%	5%	10%	2%	2%	i	-2	/
CSc1ccc(C2CC(=O)Nc3nc(SC)[nH]c(=O)c32)cc1 (stereo unspecified)	42%	10%	6%	4%	10%	28%	i	1	3%
COc1ccccc1NC(=O)CN(c1ccccc1C)S(C)(=O)=O	2%	?	0%	-1%	1%	?	i	10	-13%
Cc1ccccc1C(=O)Oc1c(Sc2ccccc2)c(C)nn1C(C)(C)C	/	?	/	/	-5%	/	i	/	4%
CCCCNC(=O)COn1nnc2ccc(S(=O)(=O)N3CCOCC3)cc21	-13%	-16%	1%	9%	14%	6%	i	12	19%
